C8 TRAIL sens = viability loss with TRAIL in NB7+C8 cells, primary screen, TRAIL sensitizer project, cell-based, ATPlite luminescence; inhibition (viability loss, TRAIL sensitization), % at 10 µM; 1% of 360,000 active; AID 624354, 2012;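 active means compounds causing at least 50% loss of cell viability in the single-dose screen, relative to plate controls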
NCOA3 inh = SRC3 coactivator transcriptional activity inhibitors, primary screen, cell-based, luminescence; Nuclear receptor coactivator 3 (Homo sapiens), Q9Y6Q9; AID 588352, 2011; inhibition, % at 3.6 µM; 0.17% of 360,000 active; HEK293 GAL4-SRC3 luciferase reporter;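 active means inhibition above a per-campaign cutoff, the mean of all compounds plus 3 SD, cut at about 60% in these data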;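 further: 0% = DMSO-treated cells and 100% = gossypol-treated cells at 36 µM; higher means less SRC3-driven luciferase light from the GAL4 reporter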
TWEAK-Fn14 inh = inhibitors of TWEAK-Fn14 signaling, primary screen, luciferase reporter cells, uHTS. TWEAK-stimulated Fn14 reporter cells, luciferase luminescence, 8 h. inhibition, % at 10 µM. 2% of 360,000 active. AID 1159606, 2016; in the data active means inhibition above about 50%
NR2F2 inh = NR2F2 transcriptional activity inhibitors, primary screen, cell-based, luciferase reporter, HEK293T, luminescence | HEK293T NGFI-A luciferase reporter | 0.7% of 370,000 active | inhibition, % at 8.6 µM;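 active means inhibition above a per-plate cutoff, mean inhibition of test wells between control levels plus 3 SD, cut at about 38% in these data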;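 further: cells cotransfected with COUP-TFII expression vector driving the NGFI-A reporter; 0% = median of COUP-TF2 test wells and 100% = reporter-only cells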
NR5A2 inv ag = LRH-1 (NR5A2) inverse agonists, primary screen, cell-based, luminescence, HEK293T, StAR-luciferase reporter; Nuclear receptor subfamily 5 group A member 2 (Homo sapiens), O00482; LRH-1 transfected, 24 h; inhibition, % at 3.6 µM; 0.13% of 360,000 active; AID 602396, 2012;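 active means inhibition above the mean inhibition of all tested compounds plus 3 SD, cut at about 73% in these data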;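 further: 0% = DMSO wells and 100% = reporter-only cells lacking LRH-1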
TROY signal inh = inhibitors of TROY-driven NF-kB signaling, primary screen, Q293 LMP1-TROYcd cells, NF-kB luciferase, uHTS; AID 1347056, 2019; inhibition, % at 10 µM; 0.98% of 360,000 active; Q293 LMP1-TROYcd NF-kB luciferase reporter, 4 h;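 active means compounds whose plate-normalised and pattern-corrected inhibition of the luciferase reporter signal at the single screening dose is 50% or more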
NCOA2 inhibitor = inhibition of GAL4-SRC2 driven luciferase reporter, primary screen, SRC2 inhibitor project, cell-based, luminescence. inhibition, % at 9 µM. 0.17% of 370,000 active. HEK293 GAL4-SRC2 luciferase reporter. AID 651957, 2012. Nuclear receptor coactivator 2 (Homo sapiens), Q15596;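 active means inhibition above the mean inhibition of all tested compounds plus 3 SD, set per campaign, cut at about 52% in these data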;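 further: 0% = DMSO treated cells and 100% = cells given Gossypol at 36 µM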
NCOA1 inh = SRC1 coactivator transcriptional activity inhibitors, primary screen, cell-based, luminescence; AID 588354, 2011; HEK293 GAL4-SRC1 luciferase reporter; Nuclear receptor coactivator 1 (Homo sapiens), Q15788; inhibition, % at 3.6 µM; 0.12% of 360,000 active;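 active means inhibition above the campaign mean plus 3 SD, with each screening campaign given its own cutoff, cut at about 60% in these data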;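 further: 0% = DMSO treated cells and 100% = gossypol at 36 µM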
TLR9-MyD88 block = inhibitors of TLR9-MyD88 association in cells, primary screen, cell-based, CHO, BLA complementation, fluorescence. inhibition, % at 4.98 µM. 0.21% of 340,000 active. Toll-like receptor 9 (Homo sapiens) + Myeloid differentiation primary response protein …. CCF4 FRET ratio;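 active means inhibition above the mean over all tested compounds plus 3 SD, cut at about 21% in these data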;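 further: 0% = DMSO only wells and 100% = clavulanate BLA inhibitor control wells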
LMP1 NFkB inh = EBV LMP1-driven NF-kappaB luciferase reporter inhibitors, primary screen, cell-based, luminescence, single point | LMP1-induced NF-kappaB luciferase reporter cells | inhibition, % at 12.5 µM | 0.69% of 350,000 active; in the data active means inhibition above about 41%;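 further: 0% = neutral control wells and 100% = reference inhibitor control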
NOD2 RIPK2 PPI = NOD2-RIPK2 binding disruptors in cells, primary screen, fluorescence, CHO cells, BLA complementation; Receptor-interacting serine/threonine-protein kinase 2 (Homo sapiens), O43353; 0.38% of 360,000 active; inhibition, % at 4.98 µM; AID 624267, 2012; CCF4 ratio; in the data active means inhibition above about 21%;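 further: 0% = vehicle only and 100% = reference blocker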
Starred values were filed as active, the others as inactive; x = not tested or not shown.

SMILES	C8 TRAIL sens	NCOA3 inh	TWEAK-Fn14 inh	NR2F2 inh	NR5A2 inv ag	TROY signal inh	NCOA2 inhibitor	NCOA1 inh	TLR9-MyD88 block	LMP1 NFkB inh	NOD2 RIPK2 PPI
C=CCn1cc(F)c(=O)n(CC=C)c1=O	1	-10	0	-12	-7	-6	-7	-5	-5	3	6
CC(=O)Nc1ccc(S(=O)(=O)Oc2ccc(C(=S)N3CCCCC3)cc2)cc1	18	23	21	31	23	23	26	-14	-3	19	6
COc1ccc(CC(=O)OCC(=O)c2ccc[nH]2)cc1	3	5	-2	7	-10	-33	9	-10	-1	5	-1
O=C(OCC1OC(Oc2ccc(O)cc2)C(O)C(O)C1O)c1ccccc1 (stereo unspecified)	-16	24	-14	-3	2	-10	-13	-5	-7	-2	-13
COc1ccc(CNC(=O)CCCn2ccc3cc(S(=O)(=O)N4CCCC4)ccc32)cc1	16	-4	-9	10	34	-2	0	24	-6	-10	5
O=C(CNC(=S)N(CCCN1CCOCC1)Cc1cccs1)NC1CCCC1	8	17	-6	1	-12	22	-25	6	-7	5	1
O=[N+]([O-])c1ccc(S(=O)(=O)CC2CSc3nc4ccccc4n32)cc1 (stereo unspecified)	30	34	25	7	22	14	27	5	-3	9	-6
O=C(COc1ccc2ccc(=O)oc2c1)NCCCn1ccnc1	10	21	19	0	-4	0	-1	1	-6	2	2
Cc1cccc(C(=O)N[C@H](C(=O)OCC(=O)NC2CCS(=O)(=O)C2)C(C)C)c1 (stereo partly specified)	-11	17	-6	2	9	-13	-17	-11	-2	-1	-5
CCCNC(=O)c1ccccc1C(=O)NCCC	-18	15	89*	5	2	2	11	2	-7	-2	-10
Cc1cc(NC(=O)/C=C/c2ccc(Cl)cc2)no1	20	-29	-39	-13	-83	-27	-80	-40	-6	-3	-14
CCCc1cc(C(=O)Nc2cc(C)ccc2O)no1	41	-98	-24	-69	-108	-22	-38	-94	2	-9	4
C=CCc1cccc2cc(C(=O)Nc3ccc(S(=O)(=O)Nc4nnc(CC)s4)cc3)c(=O)oc12	-6	-10	20	-12	-18	5	-15	-13	-10	-7	-18
NS(=O)(=O)c1ccc(CCNC(=O)c2ccc(Br)s2)cc1	1	-3	5	0	0	-7	-8	3	4	10	1
CC(C)(C)c1ccc(OCC(O)CN2CCCC2)cc1 (stereo unspecified)	3	-10	-13	1	-13	-5	-27	0	5	6	-14
CN(C)c1ccc(C2N3CC4(C)CN2CC(C)(C3)C4O)cc1 (stereo unspecified)	7	-2	22	-18	3	-8	-4	1	-8	-4	9
Cc1cc(C)c2cc(C#N)c(N3CCNCC3)nc2c1	19	-2	-13	-14	10	11	9	11	-6	-6	1
c1ccc2sc(Cc3nnc4n3CCCCC4)nc2c1	-4	-7	13	14	24	9	-10	-9	-4	-5	-6
COC(C/C=C\[C@@H](O)COCc1ccccc1)OC	0	20	6	-18	10	-10	-12	-2	-10	1	-17
COCc1nnc(NC(=O)CC(C)C)s1	5	-6	2	7	4	2	-10	8	0	-3	-7
CC(C)(C)C(=O)C(Cc1ccccc1Cl)n1cncn1 (stereo unspecified)	-1	16	3	-10	7	-5	8	-14	3	2	2
Cc1ccc(/C=N\NC(=O)Cc2noc3ccccc23)cc1	8	-34	-4	-1	-22	-38	6	-39	10	-35	7
COc1ccc(C(=O)N2CCN(C3CCC(c4ccccc4)CC3)CC2)cc1OC (stereo unspecified)	-13	-10	27	41*	-1	9	22	-3	-7	14	5
CCCn1c(SC(C)C(=O)NCC2CCCO2)nc2cc(Cl)ccc2c1=O (stereo unspecified)	-6	6	31	8	9	4	20	4	2	-2	7
Cc1ccc(CCNC(=O)C2CCN(S(=O)(=O)c3ccc4c(c3)oc(=O)n4C)CC2)cc1	6	3	17	4	4	-7	-18	0	-6	2	-11
COc1ccc(/C=N/NC(=O)CCc2n[nH]c(=O)[nH]c2=O)cc1O	1	-68	-3	-10	-21	-11	-6	-33	0	3	-7
O=C(NC(=S)N1CCN(CCO)CC1)C12CC3CC(CC(C3)C1)C2	2	23	2	-8	-16	0	3	-16	-12	1	-3
CCCCc1nc2cc(C(=O)N3CCCCC3CC(=O)OCC)ccc2o1 (stereo unspecified)	-15	-28	-12	-12	-21	-42	-16	-56	-3	-17	-7
Cn1nnc2c(C(N)=O)ncn2c1=O	-6	-13	4	10	-2	-8	8	-13	x	x	1
CC1(C(=O)NS(=O)(=O)c2ccccc2C(F)(F)F)CCN1C(=O)CCC1CCCC1 (stereo unspecified)	5	-9	-11	11	1	12	1	7	x	x	14
NC(=O)c1ccc(Oc2ccc(Cl)cc2)c([N+](=O)[O-])c1	7	11	11	-11	5	-8	18	12	0	4	-7
Cc1ccccc1NC(=O)CCNS(=O)(=O)c1ccc2[nH]c(=O)oc2c1	2	12	25	-2	-2	-14	-13	11	-1	-3	-1
COc1ccccc1N(CC(=O)N/N=C(\C)c1ccccc1O)S(=O)(=O)c1ccc(C)cc1	36	7	27	18	3	-8	35	1	-1	-1	12
CCC1CCCCN1CCNC(=O)C1CCN(S(=O)(=O)c2cccc3nsnc23)CC1 (stereo unspecified)	-8	-6	-26	13	-23	9	16	-10	-2	-7	1
O=C1c2ccccc2C(c2nnnn2-c2ccc3c(c2)OCCO3)N1Cc1cccs1 (stereo unspecified)	-13	x	6	-1	-4	5	-12	x	x	x	-1
Cc1cccc(C)c1NC(=S)NN(Cc1ccccc1)c1ccccc1	4	14	-18	4	4	-1	24	12	-7	-2	-1
CC(C)C(c1nnnn1Cc1ccco1)N1CCN(c2cccc(Cl)c2)CC1 (stereo unspecified)	9	-20	-26	0	2	-5	9	-15	-4	3	0
COc1ccccc1CNC(=O)c1cc(-c2ccccc2C)n(CC2CC(c3cccc([N+](=O)[O-])c3)=NO2)n1 (stereo unspecified)	4	-9	2	14	-15	3	-2	-10	-11	21	-8
COC(=O)[C@]12CCCCC=C1N(Cc1ccccc1)C(=O)[C@H](CC(=O)NCc1ccc(OC)c(OC)c1)C2	-2	x	6	8	8	3	-25	x	x	x	-13
COC(=O)c1[nH]c2cc(OC)ccc2c1NC(=O)CCN1CCCC(C)(C)C1	19	5	-3	9	-6	-12	10	1	-3	5	8
COc1cc(/C=C/C(=O)OCC(=O)NCCC2=CCCCC2)cc(OC)c1OC	-15	14	33	7	25	-18	-10	-5	-8	2	-10
Cc1ccc(C(=O)c2ccccc2C(=O)OCC(=O)N2CCCC2)cc1	-9	-26	-26	-17	-16	-41	-29	-11	-9	-8	-14
O=C(/C=C/c1ccc(F)cc1)NCC1(c2ccccc2)CCOCC1	15	-6	-15	-11	1	1	-1	-5	-11	3	-14
COc1ccc(Nc2nc(N)nc(CSc3n[nH]c(-c4ccccc4)n3)n2)cc1	6	-9	13	1	10	-15	-32	-17	4	0	2
CS(=O)(=O)c1ccc(C(=O)Nc2ccc(N3CCOCC3)cc2)c(Cl)c1	-9	3	13	-2	10	-2	-35	-11	-4	-4	1
CCC(=O)Nc1nc2ccccc2n1Cc1ccc(C)cc1	2	0	-5	-6	11	-2	2	8	-2	20	-1
COc1cnc(-c2ccccc2)nc1Oc1ccccc1C	-1	0	13	0	25	6	26	-8	0	-11	-7
CCOc1ccccc1C(=O)Nc1nccs1	-8	23	9	-3	13	2	12	-42	0	3	12
CC(NC(=O)COC(=O)c1ccc([N+](=O)[O-])s1)c1ccccc1 (stereo unspecified)	9	10	-1	4	-10	6	-5	13	5	-14	0
CS(=O)(=O)c1ccc(C(=O)Nc2nc(-c3ccco3)c(-c3ccco3)s2)cc1	1	-9	36	16	7	6	6	-36	10	-4	-15
COc1ccc2c(c1)c(C(=O)O)c(C)n2CCc1ccc(OC)c(OC)c1	6	5	-10	-4	18	9	-16	-3	-4	3	5
Cc1cc(C)n(-c2nc(C(F)(F)F)nc3ccccc23)n1	3	15	3	13	18	-17	-34	0	2	-9	-15
O=C(O)c1cccc(NC(=S)N/N=C/c2c[nH]c3ccccc23)c1	30	-28	8	-3	-26	-65	-18	-31	2	10	-6
COc1ccc2c(COC(=O)CCS(=O)(=O)c3ccccc3)cc(=O)oc2c1	-10	1	6	x	5	4	x	0	11	-5	2
CCCCNC(=O)N(c1c(N)n(Cc2ccccc2)c(=O)[nH]c1=O)C1CCCC1	-5	0	1	12	13	3	7	-11	-5	-10	-3
CCCCOC(=O)Nc1sc2c(c1C(=O)OC)CCC2	5	0	-2	19	10	2	-11	3	0	-1	-10
COc1cc(/C=C2/C(=O)NN(c3ccc(F)cc3)C2=O)cc(Cl)c1O	-4	-2	15	10	-8	1	-7	5	15	-1	4
O=C(CN1C(=O)c2ccccc2C1=O)Nc1ccccc1C(=O)NC1CCCCC1	6	2	-8	-4	-20	3	-18	-3	-7	0	-4
Cc1cc(O)c(S(=O)(=O)c2ccccc2)c(C)c1NS(=O)(=O)c1ccccc1	-6	-9	3	2	8	-30	21	0	1	-13	-2
CCCCOc1ccc(C(=O)Nc2ccc(OCC(=O)N3CCOCC3)cc2)cc1	70*	-24	-7	-6	-21	-36	-51	-36	-2	2	-6
Further results follow.
SMILES	C8 TRAIL sens	NCOA3 inh	TWEAK-Fn14 inh	NR2F2 inh	NR5A2 inv ag	TROY signal inh	NCOA2 inhibitor	NCOA1 inh	TLR9-MyD88 block	LMP1 NFkB inh	NOD2 RIPK2 PPI
CCOC(=O)C1CCN(C(=O)c2cn(C)c(=O)c3cc(OC)c(OC)cc23)CC1	9	-2	7	4	8	-14	-34	5	0	5	-4
COC(=O)C1=C/CCCN(C(c2ccccc2)c2ccccc2)/C=C\1C(=O)OC	5	-15	3	-7	9	-1	12	-11	4	1	0
CC1(C(=O)NCc2cccs2)CCN1C(=O)Cc1ccc(Cl)cc1Cl (stereo unspecified)	-1	-11	-8	6	17	10	-1	0	x	x	0
O=C(CC(NC(=O)c1ccccc1)c1ccccc1)Nc1ccc(F)c(F)c1 (stereo unspecified)	5	-3	-3	2	1	10	-5	-2	4	0	4
CC(=O)c1ccc(NC(=O)C(C)NCc2ccccc2Cl)cc1 (stereo unspecified)	-4	-5	0	4	-4	-83	-9	4	9	3	-6
COc1cccc2c(=O)n(CC(=O)N3CCc4ccccc43)ccc12	-15	10	4	0	16	-13	-32	-23	5	-8	5
O=C(CSc1ccc(Cl)cc1)Nc1cccc(-c2nc3ccccc3[nH]2)c1	18	6	17	6	-22	-48	-2	-37	7	-5	9
Cc1nn(C(C)(C)C)c(OC(=O)c2cccs2)c1Sc1ccccc1	10	-4	14	16	18	15	-8	6	4	1	-4

Some of the compounds tested (hit frequency here may not be typical).
